Screening data deposited in PubChem BioAssay by Broad Institute.
S100A4 MyoIIA – inhibitors of S100A4-myosin IIA peptide binding, primary screen, biochemical, fluorescence polarization, TAMRA-MyoIIA peptide; inhibition, % at 10.7 µM; 360,000 tested, 0.14% active;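 active = mean inhibition of at least 70% across replicates, with every replicate also reaching that level; inconclusive = mean inhibition reaches 70% but some replicates fall short; inactive = mean inhibition below 70%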
Target sequence (P26447 whole entry, looked up): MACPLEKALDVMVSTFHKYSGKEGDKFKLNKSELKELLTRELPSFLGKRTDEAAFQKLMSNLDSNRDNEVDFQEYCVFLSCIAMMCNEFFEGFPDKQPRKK
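Test system – S100A4 monomer (human) · Compound – single-point compound testing · Schedule – 5 min incubation before reading · Probe or stimulus – TAMRA-labelled myosin IIA heavy-chain peptide probe, 5 nM · Benchmarks – neutral control DMSO, positive control TFP · Medium – Calcium-containing HEPES buffer, pH 7.2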
EWS-Fli block – EWS/Fli-driven NR0B1 reporter inhibitors, primary screen, A673 cells, NR0B1 luciferase, luminescence, MLPCN library | viability-normalised | inhibition, % at 12.6 µM | 350,000 tested, 0.67% active | AID 651661, 2012;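 active = mean inhibition of at least 50% after viability correction, with every replicate also passing that limit; inconclusive = mean reaches 50% but only one of two replicates passes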;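 note: firefly luciferase signal divided by Alamar Blue viability fluorescence both relative to DMSO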
RAD52 anneal inh – RAD52 DNA annealing inhibitors, primary screen, biochemical, FRET, single point, set 2; DNA repair protein RAD52 homolog (Homo sapiens), P43351; recombinant RAD52 DNA annealing, FRET fluorescence; 360,000 tested, 0.46% active; inhibition, % at 18.7 µM;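 active = every replicate showing at least 50% inhibition; inconclusive = mean inhibition at least 50% but not in every replicate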
FN deposit inh – inhibitors of fibronectin matrix deposition, primary screen, AH1F cells, Alexa488-fibronectin fluorescence, plate reader; 350,000 tested, 0.086% active; AH1F fibroblasts, overnight; AID 743247, 2014; inhibition, % at 12.6 µM;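 active = mean inhibition across replicates of 30% or more, regardless of how many single replicates reach that level; inconclusive = mean under 30% yet at least half of replicates reach 30%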;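 note: positive control wells lacked labelled fibronectin entirely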
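Assay system: AH1F fibroblast monolayer, labelled fibronectin deposition. Amount: 10000 cells per well. Also added: labelled fibronectin 24 nM. Compound: single-point pinned compound. Incubation: cell attachment 1 h, compound and FN exposure overnight. Detection: fluorescence after three HBSS washes, excitation 485 nm, emission 525 nm. Read-out: inhibition of fibronectin deposition signal.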
RAD54 inh – inhibitors of human RAD54 branch migration, primary screen, biochemical, fluorescence, single point; RAD54 Holliday junction branch migration, FAM/BHQ fluorescence; inhibition, % at 10.4 µM; 360,000 tested, 0.14% active; DNA repair and recombination protein RAD54-like (Homo sapiens), Q92698;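 active = mean normalized replicate activity at least 40 and at least half of replicates scoring 40 or more; inconclusive = only one of the two criteria met; inactive = mean below 40 and under half of replicates reaching 40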;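 note: 0% = median of neutral control wells and 100% = median of positive control wells; inhibitors cause a drop in the FAM fluorescence signal; in these data hits start at about 50%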
Target sequence (Q92698 whole entry, looked up): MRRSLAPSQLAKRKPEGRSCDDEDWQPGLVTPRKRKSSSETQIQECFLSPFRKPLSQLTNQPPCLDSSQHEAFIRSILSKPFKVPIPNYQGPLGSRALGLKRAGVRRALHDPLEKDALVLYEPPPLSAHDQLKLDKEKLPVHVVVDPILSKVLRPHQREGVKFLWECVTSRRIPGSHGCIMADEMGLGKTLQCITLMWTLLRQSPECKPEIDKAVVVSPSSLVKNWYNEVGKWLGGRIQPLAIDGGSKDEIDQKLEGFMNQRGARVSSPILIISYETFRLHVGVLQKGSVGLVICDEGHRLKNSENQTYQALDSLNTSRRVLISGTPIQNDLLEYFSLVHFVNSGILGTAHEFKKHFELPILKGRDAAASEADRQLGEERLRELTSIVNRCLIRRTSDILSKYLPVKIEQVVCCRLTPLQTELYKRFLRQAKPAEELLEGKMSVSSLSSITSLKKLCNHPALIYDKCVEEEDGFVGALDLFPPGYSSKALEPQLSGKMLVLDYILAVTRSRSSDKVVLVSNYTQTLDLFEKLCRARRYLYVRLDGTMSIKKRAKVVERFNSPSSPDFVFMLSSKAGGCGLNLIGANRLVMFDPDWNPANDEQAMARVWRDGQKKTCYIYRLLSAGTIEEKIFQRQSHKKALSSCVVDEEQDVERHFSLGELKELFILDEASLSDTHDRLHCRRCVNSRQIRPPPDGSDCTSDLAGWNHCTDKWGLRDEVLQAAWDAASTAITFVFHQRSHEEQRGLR
E-sel inducer – E-selectin induction in HUVECs, primary screen, imaging, HUVEC, immunofluorescence imaging, single point; P16581; normalized: neutral wells 0, TNF-alpha wells 100; activation, % at 7.58 µM; 260,000 tested, 0.37% active;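 active = mean E-selectin-positive cell signal at least 10% of the positive control, reached in at least 60% of replicates, without over 20% cell loss; inconclusive = no rule given, readout overlaps actives, possibly toxicity-flagged; inactive = the rest, including those meeting only one limit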;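 note: in these data hits start at about 27%; measured in HUVEC primary endothelial cells; signal is the percent of cells scored E-selectin positive by PE staining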
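material = human umbilical vein endothelial cells (HUVEC), E-selectin induction | quantity = 3,000 cells/well | medium = EGM-2 growth medium on 0.1% gelatin-coated wells | technique = immunofluorescence imaging | read-out basis = % PE-positive cells | control set = TNF-alpha positive control, DMSO neutral control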
XiGFP reactiv – activators of inactive X chromosome reactivation, primary screen, imaging, XiGFP fibroblasts, GFP high-content imaging, set 2; XiGFP mouse fibroblasts, % GFP-positive cells imaging, 3 d; cells co-treated with 5-aza-dC sensitizer; scaled so ellipticine positive control = 100%; 360,000 tested, 0.055% active; activation, % at 7.58 µM;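 active = mean normalized replicate activation at least 10% and every replicate at or above 10%; inconclusive = only one of the two criteria met; inactive = mean below 10% and not all replicates reach 10%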;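 note: 0% = median of on-plate neutral control wells and 100% = ellipticine 6 µM median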
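Material: SV40-immortalized XiGFP fibroblast cells, line 68-5-11 | Buffer or medium: DMEM containing 5-aza-dC | Dosing: One concentration, pinned | Times: 3 d treatment, 15 min room-temperature fixation | Controls: Ellipticine 6 µM positive control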
esBAF inh – Bmi1 luciferase reporter increase in mESCs, primary screen, esBAF inhibitor project, mouse ES cells, Bmi1 luciferase knock-in, single point | reporter increase, % at 12.5 µM | AID 602393, 2012 | 350,000 tested, 2% active | 24 h; 100% = twice the neutral-well signal; in the data active = activation above about 40%; inconclusive = no clear call, values can overlap the other calls;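 note: 0% = median of the plate's neutral control wells and 100% = double that signal; a rise in the Bmi1 reporter signal indicates esBAF inhibition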
Starred values were filed as active, the others as inactive; ? = inconclusive; / = no result given.

mol	S100A4 MyoIIA	EWS-Fli block	RAD52 anneal inh	FN deposit inh	RAD54 inh	E-sel inducer	XiGFP reactiv	esBAF inh
O=c1c2ccccc2nc(-c2ccco2)n1CCc1ccc(O)cc1	3	13	-19	3	1	0.2	0.0	2
CC(=O)Nc1ccc(C(=O)Nc2ccc3c(c2)OCCO3)cc1	-7	1	-10	1	9	-0.5	0.2	-7
CC(C)(C)S(=O)(=O)N1C[C@H]2CC/C=C\C/C(c3ccccc3)=C\2[C@@H]1CCO	-5	4	-4	13	1	0.2	0.0	2
O=C(C[C@@H]1CC[C@@H]2NC[C@@H](O)COC[C@H]2O1)N1CCc2ccccc2C1	-2	1	-5	-13	0	0.9	0.2	6
O=C(Nc1ccc(Cl)c(Cl)c1)N1N=CCC1c1ccccc1 (stereo not given)	1	-15	-8	2	/	/	0.0	/
Cn1cc(S(=O)(=O)NC2CCCCC2)c(=O)n(C)c1=O	-7	-5	3	10	/	0.1	0.1	3
Cc1noc(C)c1NC(=O)N(C)C[C@H]1OCCCC[C@@H](C)Oc2ccc(NC(=O)Nc3ccc4c(c3)OCO4)cc2C(=O)N([C@@H](C)CO)C[C@H]1C	15	6	8	/	10	-0.1	-1.1	2
O=C(COC(=O)c1cc(Br)ccc1O)NC12CC3CC(CC(C3)C1)C2	-4	-2	-9	/	-1	0.7	0.2	2
Cc1nn(Cc2ccccc2Cl)c(C)c1C(=O)N1CCN(c2ccccc2)CC1	-3	/	-4	2	2	/	/	-7
CC(C)NC(=O)NC(=O)COC(=O)c1ccccc1F	/	/	/	22	-2	/	0.3	-3
CC1(C(=O)OCC(=O)Nc2nc(-c3ccc(F)c(F)c3)cs2)CC1(Cl)Cl (stereo not given)	?	-20	-11	5	9	5.9	0.1	/
COc1ccc(S(=O)(=O)N(C)C[C@@H]2Oc3ccc(NC(=O)C4CC4)cc3CC(=O)N([C@H](C)CO)C[C@H]2C)cc1	4	-2	8	/	-7	-12	0.0	-1
COc1ccc(OCC(O)CN2CC(C)OC(C)C2)cc1 (stereo not given)	1	8	-4	-5	6	/	0.0	1
O=C(O)Cc1sc(=O)[nH]c1O	-3	-4	-10	-2	-4	/	0.0	-5
CC(=O)c1cccc(NC(=O)N2C3CCCC2CC(NC(=O)C2CC2)C3)c1 (stereo not given)	2	-11	-8	-8	-2	/	0.0	-8
COc1ccccc1NC(=O)N1[C@H](C#N)[C@H](c2ccccc2)[C@@H]1CO	12	-11	1	-2	-1	0.0	-0.1	5
C#CCOCCOCCOCCNc1nc(N2CCN(C(=O)[C@H]([C@@H](C)CC)n3cc([C@@H](N)CC(C)C)nn3)CC2)nc(N2CCN(C(=O)[C@H](Cc3ccc(O)cc3)n3cc([C@@H](N)CC(C)C)nn3)CC2)n1	11	10	43	1	/	0.0	0.0	/
Cn1cccc1CC(=O)N/N=C/c1ccc(Cl)cc1	-7	-25	-20	-5	/	0.3	0.0	/
C[C@H]1CN([C@@H](C)CO)C(=O)c2cc(NC(=O)CCN3CCOCC3)ccc2O[C@H]1CN(C)Cc1ccc(C(=O)Nc2ccccc2N)cc1	0	27	14	-9	-1	-2.1	0.5	-12
C[C@H](CO)N1C[C@H](C)[C@@H](CN(C)S(=O)(=O)c2cccs2)OCCCC[C@H](C)Oc2ccc(NS(C)(=O)=O)cc2C1=O	106*	5	17	/	-8	0.1	-0.2	-4
COc1cccc2c1CCc1c-2nc2ccccc2c1C(=O)O	-4	-10	-20	-2	/	/	0.0	/
COc1ccc(CNC(=O)COC(=O)[C@@H]2CCCN2C(=O)c2cccs2)cc1	-3	-5	-4	-12	3	1.5	0.1	3
Cc1ccc2c(c1)NC(c1cccs1)C1=C(CC(C)(C)CC1=O)N2 (stereo not given)	0	-2	-17	-1	1	-0.2	0.3	-3
CCN(CC)C(=O)[C@H]1CC(CC(=O)NCCN2CCOCC2)C(=O)N2CCc3c([nH]c4ccc(OC)cc34)[C@]12C (stereo not given in full)	-5	0	-9	2	3	-0.8	0.0	4
CC(C)(C)CC(=O)NCc1cccs1	3	2	-6	2	6	3.5	0.1	-6
Cc1ccc(N(CC(=O)Nc2ccccc2-c2ccccc2)S(=O)(=O)c2ccccc2)c(C)c1	-5	1	-18	-1	/	-8.4	0.2	/
COC(=O)C1=C(C)N(Cc2ccc(C(F)(F)F)cc2)C(=NCc2ccccc2)NC1c1cccc(F)c1 (stereo not given)	1	26	-11	17	/	-0.3	0.2	/
CCN(CC)c1ccc(C(=O)OCC(=O)Nc2ccccc2-c2ccccc2)cc1	-6	12	-18	4	1	-0.1	0.2	-13
CCOC(=O)N/N=C/C=C/c1ccccc1[N+](=O)[O-]	3	-4	-3	-3	-2	/	0.0	2
CC(C)C#Cc1ccc2c(c1)O[C@H](CN(C)Cc1cncnc1)[C@H](C)CN([C@@H](C)CO)S2(=O)=O	-2	-1	5	8	-1	0.1	-0.7	-3

Complete entries as entered above. Order of screens: S100A4 MyoIIA, EWS-Fli block, RAD52 anneal inh, FN deposit inh, RAD54 inh, E-sel inducer, XiGFP reactiv, esBAF inh
CCN(CC)C(=O)[C@H]1CC(CC(=O)NCCN2CCOCC2)C(=O)N2CCc3c([nH]c4ccc(OC)cc34)[C@]12C (stereo not given in full) is entered as -5, 0, -9, 2, 3, -0.8, 0.0, 4
CCN(CC)c1ccc(C(=O)OCC(=O)Nc2ccccc2-c2ccccc2)cc1 is entered as -6, 12, -18, 4, 1, -0.1, 0.2, -13
CC(=O)Nc1ccc(C(=O)Nc2ccc3c(c2)OCCO3)cc1 is entered as -7, 1, -10, 1, 9, -0.5, 0.2, -7
O=C(O)Cc1sc(=O)[nH]c1O is entered as -3, -4, -10, -2, -4, /, 0.0, -5
O=c1c2ccccc2nc(-c2ccco2)n1CCc1ccc(O)cc1 is entered as 3, 13, -19, 3, 1, 0.2, 0.0, 2

(more compounds)
mol	S100A4 MyoIIA	EWS-Fli block	RAD52 anneal inh	FN deposit inh	RAD54 inh	E-sel inducer	XiGFP reactiv	esBAF inh
Cc1cccc(NC(=O)c2cc(-c3ccccn3)nc3ccccc23)c1C	-4	0	7	/	/	/	0.1	/
CC(C)NC(=O)N1[C@@H]2CN(C(=O)c3ccccn3)c3ccccc3[C@@H]2[C@@H]1CO	6	-1	-1	/	-1	0.0	0.0	-1
COc1ccccc1CNC(=O)COC(=O)/C=C/c1ccc(OC(F)F)c(OC)c1	-9	-1	-7	1	/	0.1	-0.1	/
CCCCn1c(N)c(N(CC(C)C)C(=O)C2CCC2)c(=O)[nH]c1=O	4	-12	1	3	-9	0.1	0.0	2
Cc1cccc(C(=O)N[C@H](C(=O)NCCc2ccc(Cl)cc2)C(C)C)c1	-1	4	-22	2	0	0.3	0.0	-1
CCCc1sc(N2CCCC(C(N)=O)C2)nc1-c1ccccc1 (stereo not given)	/	/	/	7	-2	/	0.4	-7
O=C(Nc1nc2ccccc2[nH]1)c1ccc(F)cc1	-13	-42	-12	/	0	/	/	-51
COc1ccc(CCNC(=O)C2CC(c3ccc(C(F)(F)F)cc3)=NO2)cc1 (stereo not given)	-1	-8	-11	2	-5	-0.2	0.1	1
O=C1NC(=S)NC1=Cc1ccc2c(c1)CCC2	4	-8	-37	-2	/	0.3	0.2	/
COc1ccc(-c2nn(-c3ccccc3)cc2C(=O)N(C)CC(=O)Nc2ccc(N3CCOCC3)cc2)cc1	2	0	-10	4	3	-1.2	0.1	-2
Cc1cc(C(=O)OCC(=O)Nc2cc(S(=O)(=O)N(C)C)ccc2C)c2ccccc2n1	8	10	-20	-12	-7	/	0.1	1
C/C=C/c1ccc([C@@H]2[C@H](CO)N(C(=O)CN(C)C)C23CN(C(=O)C2CCOCC2)C3)cc1	17	-1	-8	2	/	-0.1	0.0	/
N#Cc1cccc(-c2ccc([C@@H]3[C@H](CO)N4CCCCN(S(=O)(=O)c5ccccc5)C[C@@H]34)cc2)c1	3	8	31	/	7	-0.6	0.3	3
C[C@@H]1CN([C@@H](C)CO)C(=O)c2cc(NS(=O)(=O)c3ccc(Cl)cc3)ccc2O[C@H]1CN(C)C	39	3	12	/	1	/	-1.0	6
COc1ccc(S(=O)(=O)N(C(=O)c2ccco2)c2cc3sc(=O)oc3c3ccccc23)cc1	-8	-11	-8	-8	/	-0.2	-0.1	/
CCCCOc1ccc(C(=O)Nc2ccc(N3CCN(C(C)=O)CC3)cc2)cc1	/	/	/	0	-1	0.5	/	1
CCC(CC)c1nnc(NC(=O)c2cc([N+](=O)[O-])ccc2N2CCCCC2)s1	2	-2	-10	20	/	/	0.0	/
CCOc1ccc(NC(=S)N(CCOC)C(C)c2ccco2)cc1 (stereo not given)	69	0	-8	-5	-1	3.9	0.4	4
O=C(O)CN1C(=O)C2(OCCO2)c2cc(Br)ccc21	-1	6	-7	4	0	/	0.1	/
CCN(CC)c1ccc(Nc2nc(N3CCOCC3)c3ccccc3n2)cc1	/	/	/	2	16	-0.7	/	-38
